Screening results deposited in PubChem by National Center for Advancing Translational Sciences (NCATS).
HP1b chromo inh: HTS for Inhibitors of HP1-beta Chromodomain Interactions with Methylated Histone Tails. AlphaScreen HP1-beta / biotin-H3K9me3 peptide binding. Potency, µM (titrated, usually from 114 µM), for the others: at the top dose activity change, negative = inhibition, hits mostly inhibitors. 390,000 compounds, 0.56% hits; note: potency is the fitted concentration of half-maximal effect; nearly all actives have a fitted effect of over 70% in size; inactives centre near 23
Target sequence (P83916 whole entry, looked up): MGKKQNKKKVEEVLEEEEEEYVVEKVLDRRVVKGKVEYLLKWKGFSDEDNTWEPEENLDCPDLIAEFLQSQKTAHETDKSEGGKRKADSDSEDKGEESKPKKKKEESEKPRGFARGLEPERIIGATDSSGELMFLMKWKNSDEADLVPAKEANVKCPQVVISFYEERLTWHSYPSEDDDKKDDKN
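AlphaScreen: HP1-beta (50 nM) preformed 30 min with biotin-H3(1-18)K9me3 peptide (50 nM) in PBS pH 7.4, 0.01% Tween-20. Compound added for 30 min at RT, then streptavidin donor/nickel chelate acceptor beads (10 ug/mL) for 30 min.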
GLS inhibitor: qHTS for Inhibitors of Glutaminase (GLS) | GLS enzymatic activity, qHTS titration | Potency, µM (top dose mostly 45.5 µM), for the others: at the top dose activity change, negative = inhibition, hits mostly inhibitors | 410,000 compounds, 0.21% hits; note: potency is the fitted concentration of half-maximal effect; % is set by controls: 0 for no effect and ±100 for the full control effect
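hKGA in 45 mM KH2PO4 pH 8.2, 0.02% Tween-20 with pin-transferred compounds; 1 mM L-glutamine (stock) plus glutamate oxidase/HRP/Amplex Red coupling added. Fluorescence read initially and after 30 min at RT.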
IDH1 R132H inh: qHTS for Inhibitors of mutant isocitrate dehydrogenase 1 (IDH1): qHTS; Isocitrate dehydrogenase [NADP] cytoplasmic (Homo sapiens), O75874; IDH1-R132H enzyme, NADPH consumption, diaphorase/resazurin fluorescence; Potency, µM (top dose mostly 76.6 µM), without a hit: at the highest dose activity change, negative = inhibition, usual class: inhibitors; 390,000 compounds, 0.093% hits; note: potency is the fitted concentration of half-maximal effect; % is set by controls: 0 for no effect and ±100 for the full control effect; nearly all actives have a fitted effect of over 65% in size
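IDH1-R132H (0.5 ug/mL dispensed) in pH 7.5 Tris buffer was preincubated 30 min with compound, then given a substrate mix of 0.016 mM NADPH and 2 mM alpha-KG for 80 min at room temperature; remaining NADPH was read by diaphorase/resazurin fluorescence.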
Pin1 inh: qHTS Assay to Find Inhibitors of Pin1; Pin1 FP peptide displacement, HiFluor488, 10 min; 390,000 compounds, 0.009% hits; Potency, µM (series often up to 115 µM), inactives show top-dose activity, negative = inhibition, most hits filed as inhibitors; Peptidyl-prolyl cis-trans isomerase NIMA-interacting 1 (Homo sapiens), Q13526; active = well fitted inhibition curve with a large enough effect in the polarisation, with a control signal flat, not every such curve was filed as active; inconclusive = small, poorly fitted or top-dose-only effect, or effect the other way, or a change in a side signal; inactive = no such curve, though single readings can be large or run the other way; the % refers to the polarisation; note: potency is the fitted concentration of half-maximal effect; % is set by controls: 0 for no effect and ±100 for the full control effect
TrxR1 substrate: qHTS Assay for Substrates of Mammalian Selenoprotein Thioredoxin Reductase 1 (TrxR1): qHTS. purified TrxR1 substrate turnover, NADPH consumption readout. AID 588456, 2011. Thioredoxin reductase 1, cytoplasmic (Rattus norvegicus), O89049. 390,000 compounds, 0.01% hits. Potency, µM (titrated, usually from 114 µM), for inactives: top-dose activity change, negative = substrate turnover; note: potency is the fitted concentration of half-maximal effect; % is set by controls: 0 for no effect and ±100 for the full control effect; nearly all actives have a fitted effect of over 50% in size
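Rat TrxR1, dispensed at 90 nM, was prereduced with 400 uM NADPH (final) for 5 min at ~22 deg C, then incubated with compound 15 min before 400 uM selenite. A first-read NADPH fluorescence drop versus no-compound background flagged substrates.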
PI4K2A inh: qHTS for small molecular inhibitors of PI4K2A | purified PI4K2A, ADP-Glo luminescence, 1 h; active compounds read low | Phosphatidylinositol 4-kinase type 2-alpha (Homo sapiens), Q9BTU6 | 420,000 compounds, 0.13% hits | activity change, negative = inhibition, % at 76.9 µM; in the data active = activity change below about -50%; inconclusive = mostly about -30% to -49%;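 note: -100% = wells without enzyme as full effect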
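ADP-Glo luminescence measured ADP generated by PI4K2A enzyme (4 ug/mL before mixing) with 1.2 mM PI substrate (pre-mix) and 300 microM ATP (pre-mix). Tris pH7.5 buffer with MgCl2, Triton X-100; 1 h reaction at ambient temperature.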
TrxR1 inh: qHTS Assay for Inhibitors of Mammalian Selenoprotein Thioredoxin Reductase 1 (TrxR1): qHTS; Thioredoxin reductase 1, cytoplasmic (Rattus norvegicus), O89049; 390,000 compounds, 1% hits; recombinant rTrxR1, NADPH fluorescence consumption, selenite substrate; Potency, µM (series often up to 114 µM), inactives show at the highest dose activity change, negative = inhibition, usual class: inhibitors; note: potency is the fitted concentration of half-maximal effect; % is set by controls: 0 for no effect and ±100 for the full control effect; nearly all actives have a fitted effect of over 65% in size
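Rat TrxR1 (90 nM in the dispensed reagent) was pre-reduced with 400 uM NADPH for 5 min at room temperature, then incubated with compound for 15 min. After 400 uM selenite was added, NADPH fluorescence (Ex 340/Em 450 nm) was followed for 8 min.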
USP1-UAF1 inh: Inhibitors of USP1/UAF1: Primary Screen | 390,000 compounds, 0.23% hits | Potency, µM (doses to about 57.1 µM), for the others: top-dose activity change, negative = inhibition, hits mostly inhibitors | Ubiquitin carboxyl-terminal hydrolase 1 (Homo sapiens), O94782 | recombinant USP1/UAF1, Ub-Rhodamine cleavage fluorescence; note: potency is the fitted concentration of half-maximal effect; % is set by controls: 0 for no effect and ±100 for the full control effect; nearly all actives have a fitted effect of over 60% in size; inactives centre near -12
Target sequence (O94782 whole entry, looked up): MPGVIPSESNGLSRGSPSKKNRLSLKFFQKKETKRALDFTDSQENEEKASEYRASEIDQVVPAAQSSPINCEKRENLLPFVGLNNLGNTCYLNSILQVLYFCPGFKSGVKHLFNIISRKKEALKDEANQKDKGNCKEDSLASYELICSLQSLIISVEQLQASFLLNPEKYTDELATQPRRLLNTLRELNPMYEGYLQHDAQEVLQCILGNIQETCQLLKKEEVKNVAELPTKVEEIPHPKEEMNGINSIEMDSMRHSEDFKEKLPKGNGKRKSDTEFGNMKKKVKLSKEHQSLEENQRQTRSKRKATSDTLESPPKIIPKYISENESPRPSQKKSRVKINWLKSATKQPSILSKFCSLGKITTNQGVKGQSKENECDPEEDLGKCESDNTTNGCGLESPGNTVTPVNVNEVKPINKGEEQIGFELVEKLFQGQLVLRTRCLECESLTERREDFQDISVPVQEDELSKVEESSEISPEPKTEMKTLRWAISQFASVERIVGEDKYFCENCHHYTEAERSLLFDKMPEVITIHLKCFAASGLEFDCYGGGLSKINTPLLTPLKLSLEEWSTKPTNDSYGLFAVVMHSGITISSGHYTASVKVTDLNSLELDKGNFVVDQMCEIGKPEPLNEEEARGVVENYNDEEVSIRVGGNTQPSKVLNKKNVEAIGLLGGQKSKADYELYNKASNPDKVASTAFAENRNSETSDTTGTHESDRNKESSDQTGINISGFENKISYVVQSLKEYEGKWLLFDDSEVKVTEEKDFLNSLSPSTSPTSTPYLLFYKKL
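In this screen, compounds sit with the deubiquitinase complex (1nM) for 15 min at room temperature before Ub-Rho is added at 150nM final. Fluorescence rise is then followed for 6 reads every 60 seconds.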
PGK inhibitor: qHTS Assay to Find Inhibitors of Phosphoglycerate Kinase | Potency, µM (top dose mostly 57.5 µM), for the others: at the highest dose activity change, negative = inhibition, most hits filed as inhibitors | Phosphoglycerate kinase, glycosomal (Trypanosoma brucei brucei), P07378 | AID 602233, 2012 | 380,000 compounds, 0.043% hits | PGK/GAPDH coupled, Kinase-Glo luminescence, 60 min; note: potency is the fitted concentration of half-maximal effect; % is set by controls: 0 for no effect and ±100 for the full control effect; nearly all actives have a fitted effect of over 60% in size
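Recombinant glycosomal PGK reaction used 1,3-bisphosphoglycerate generated in-well by GAPDH (100nM final) in 100mM TEA pH 7.6, 5mM MgCl2, 0.01% Tween-20. After 60 minutes at room temperature, ATP was read by Kinase-Glo Plus luminescence end-point.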
* = called active by the depositor; i = inactive; ? = inconclusive; . = not tested or not shown; & = joins results of further samples; [ ] = another dose, or the depositor's remark. Unless noted, calls come from the whole dose curve; as a rule, active = well fitted curve in the direction sought with a large enough effect; inconclusive = small, poorly fitted or top-dose-only effect, or another doubt; inactive = no such curve, though single readings can be large; an effect the other way counts as inactive or inconclusive.

1. CC(C)N1CCc2nc(SCC(=O)Nc3cccc(F)c3)[nH]c(=O)c2C1
2. CC1=C/C(=N\OC(=O)/C=C/c2ccccc2)C(C)=CC1=O
3. CCc1noc(C)c1C(=O)Nc1nc(-c2ccccc2)cs1
4. CCN(CC)Cc1cc(Nc2ccnc3cc(Cl)ccc23)ccc1O
5. CCOC(=O)C1=C(C)N(c2ccccc2)C(=O)/C1=C\c1ccc(O)c(OC)c1
6. Cc1cnc(C(=O)OCC(=O)N2c3ccccc3CC2C)cn1 (configuration not stated)
7. O=C(Nc1ccc2c(c1)C(N1CCOCC1)c1ccccc1-2)C(F)(F)F (configuration not stated)
8. O=[N+]([O-])c1ccc(-[n+]2nc(-c3ccccc3)nn2-c2ccccc2)cc1

compound no. | 1 | 2 | 3 | 4 | 5 | 6 | 7 | 8
HP1b chromo inh | 33% | 16% | 3% | 17%&18% | ? | 4% | 14% | 11%
GLS inhibitor | ? | 2% | 4% | 14% | 15% | 8% | 11% | 1%
IDH1 R132H inh | -2% | 7% | 2% | -7%&-3% | -4% | 3% | 2% | 8%
Pin1 inh | 0% | 3% | 2% | 1%&-1% | -6% | -4% | -4% | -1%
TrxR1 substrate | 4% | -11% | 7%[57.1 µM] | -15%&-3% | -16% | 1%[57.1 µM] | 4%[57.1 µM] | -3%
PI4K2A inh | -1 | 25 | -1 | 3&-2 | -6 | 3 | -1 | -22
TrxR1 inh | 13% | -14% | 14%[57.1 µM] | -28%&-9% | ? | 21%[57.1 µM] | 0%[57.1 µM] | 11%
USP1-UAF1 inh | -15% | 2% | -20% | 15%&-15% | -11% | -11% | -12% | -11%
PGK inhibitor | i | -1% | -10% | 7%&2% | -9% | -6% | -2% | -11%

Whole records from above.
O=[N+]([O-])c1ccc(-[n+]2nc(-c3ccccc3)nn2-c2ccccc2)cc1 across the screens: HP1b chromo inh = 11%; GLS inhibitor = 1%; IDH1 R132H inh = 8%; Pin1 inh = -1%; TrxR1 substrate = -3%; PI4K2A inh = -22; TrxR1 inh = 11%; USP1-UAF1 inh = -11%; PGK inhibitor = -11%
CCOC(=O)C1=C(C)N(c2ccccc2)C(=O)/C1=C\c1ccc(O)c(OC)c1 across the screens: HP1b chromo inh = ?; GLS inhibitor = 15%; IDH1 R132H inh = -4%; Pin1 inh = -6%; TrxR1 substrate = -16%; PI4K2A inh = -6; TrxR1 inh = ?; USP1-UAF1 inh = -11%; PGK inhibitor = -9%

Continued.
9. Cc1ccc(-c2nnc(-c3ccccc3)o2)cc1
10. Cc1cc(C)c(NC(=O)CCCN2CCOCC2)c(C)c1
11. O=C(Cc1cccs1)N1CCN(S(=O)(=O)c2ccc(Cl)c(C(F)(F)F)c2)CC1
12. COc1ccccc1-c1nnc2sc(-c3cnccn3)nn12
13. CCN(CC(=O)Nc1c(F)cccc1F)C(=O)C1CCN(c2ncnc3sc(C)c(C)c23)CC1
14. CC1(c2nnc(-c3ccccc3)o2)CC(c2c(Cl)cccc2Cl)=NO1 (configuration not stated)
15. O=S(=O)(c1ccccc1)c1nc(-c2ccc(F)cc2)oc1N1CCCCCC1
16. CCOc1cc(C(=O)N(Cc2nc(-c3ccc(C)cc3)no2)C(C)C)cc(OCC)c1OCC

compound no. | 9 | 10 | 11 | 12 | 13 | 14 | 15 | 16
HP1b chromo inh | 46% | 23% | 30% | -2% | 20% | 57%[activator] | -12% | 27%
GLS inhibitor | 18% | 6% | 14% | ? | 0% | -4% | -1% | 0%
IDH1 R132H inh | 2% | -1% | -13% | 4% | -1% | -5%[38.3 µM] | -7% | 10%
Pin1 inh | 6% | -2% | 8% | ? | 0% | ? | 69%[activator] | -5%
TrxR1 substrate | 6%[57.1 µM] | 14%[57.1 µM] | -9% | 6% | -2% | -7% | -4% | -10%
PI4K2A inh | -10 | 6 | -3 | -3 | 1 | 1 | 5 | -2
TrxR1 inh | 3% | 0%[11.4 µM] | -3% | -2% | 5% | 18% | 16% | 26%
USP1-UAF1 inh | -6% | -4% | -2% | 0% | -13% | -19% | -10% | -13%
PGK inhibitor | -7% | -1% | 2% | . | i | 1% | 0% | -1%

17. CC(NCCC(c1ccccc1)c1ccccc1)c1ccccc1 (configuration not stated)
18. CCN1CCN(CCOc2ccc(Cl)cc2)CC1
19. CCN(CC(=O)Nc1ccccc1OC)C(=O)c1cccc(-n2cccc2)c1
20. COc1ccccc1CC(NC(C)=O)C(=O)NC1CCN(S(=O)(=O)c2ccccc2)CC1 (configuration not stated)
21. Cc1cc(-c2ccccc2)nc(SC(C(=O)O)c2ccccc2)n1 (configuration not stated)
22. COc1ccc(CNc2nc3ccccc3n2C)c(O)c1
23. Cc1ccc(NC(=O)CN(C)S(=O)(=O)c2cccs2)cc1F
24. Cc1ccc(NC(=O)COC(=O)c2cccc(C)c2[N+](=O)[O-])cc1S(=O)(=O)N1CCCCC1

compound no. | 17 | 18 | 19 | 20 | 21 | 22 | 23 | 24
HP1b chromo inh | 41%[activator] | ? | -13% | 17% | 40%[activator] | 25% | 21% | 17%
GLS inhibitor | -11%&-4% | 9% | -4% | -8% | -2% | 10% | 5% | 4%
IDH1 R132H inh | -12% | -7% | 1% | 19% | -5% | 0% | 5% | -19%
Pin1 inh | ? | -5% | 2% | 2% | 2% | -11% | -5% | 5%
TrxR1 substrate | 5% | -2%[57.1 µM] | -12% | 7%[0.0914 µM] | 5% | -7% | 6%[57.1 µM] | -3%
PI4K2A inh | 0&-1 | 3 | 1 | -2 | -14 | -16 | -2 | 0
TrxR1 inh | 17% | 0%[57.1 µM] | ? | 14%[57.1 µM] | 27% | -5% | -8%[57.1 µM] | 21%
USP1-UAF1 inh | -30% | -14% | -5% | 3% | -21% | -23% | 1% | -3%
PGK inhibitor | 8% | -1% | i | -1% | -2% | -1% | 1% | -9%

25. C/C(=N/NS(=O)(=O)c1ccc(Br)cc1)c1ccc(C)o1
26. Cc1csc2nc(COc3ccccc3NC(=O)c3ccccc3Cl)cc(=O)n12
27. O=C(COC(=O)c1ccc(Br)cc1)NCc1ccccc1
28. COc1ccccc1NC(=O)COC(=O)Cn1cnc2c1c(=O)n(C)c(=O)n2C
29. COc1cc(CCCN2C(=O)C(=O)NC[C@@H]2c2ccccc2)cc(OC)c1OC
30. COc1ccc(C(CC(=O)N2CCCC2)C(C)C)cc1 (configuration not stated)
31. CC1CC(C)CN(S(=O)(=O)c2ccc3c(c2)oc(=O)n3CC(=O)NCc2cccnc2)C1 (configuration not stated)
32. CCOc1ccccc1Nc1nnc(C)c(=O)[nH]1
33. CCCc1cc2c(cc1N(C)S(=O)(=O)c1ccccc1)OCO2
34. CC(=O)c1sc(-c2ccccc2Cl)nc1C
35. CCC1CCc2sc(C(=O)N3CCCN(C)CC3)cc2C1 (configuration not stated)

compound no. | 25 | 26 | 27 | 28 | 29 | 30 | 31 | 32 | 33 | 34 | 35
HP1b chromo inh | 0% | 22% | 26% | 45%[activator] | 37% | 44% | 19% | 31% | 29%[57 µM] | 25% | 22%
GLS inhibitor | 25% | 2% | 0% | -17% | -1% | 2% | -11% | 24% | -15% | 0% | 1%
IDH1 R132H inh | 1% | 11% | 1% | 3% | -6% | 1% | 10% | 1% | 10% | -11% | 0%
Pin1 inh | -5% | 1% | -4% | -7% | -3% | -12% | -4% | -9% | -5% | -2% | 0%
TrxR1 substrate | -16% | -6% | 1% | -10% | 5%[57.1 µM] | -4% | -3% | 13%[57.1 µM] | -8%[2.29 µM] | 0% | 4%
PI4K2A inh | -6 | -4 | -1 | 7 | 1 | 0 | -3 | -3 | 3 | 9 | -2
TrxR1 inh | 12%[57.1 µM] | 2% | 10% | -10% | 30%[57.1 µM] | 6% | 7% | 15%[57.1 µM] | 14%[57.1 µM] | 13% | -3%
USP1-UAF1 inh | -5% | -7% | -9% | -8% | -6% | -3% | -23% | -3% | -7% | -22% | -18%
PGK inhibitor | -9% | 5% | -4% | i | 1% | -2% | i | -4% | i | -8% | i

Three compounds out of the list above, ordered by the value under USP1-UAF1 inh, low to high:
item	SMILES	USP1-UAF1 inh
26	Cc1csc2nc(COc3ccccc3NC(=O)c3ccccc3Cl)cc(=O)n12	-7%
25	C/C(=N/NS(=O)(=O)c1ccc(Br)cc1)c1ccc(C)o1	-5%
32	CCOc1ccccc1Nc1nnc(C)c(=O)[nH]1	-3%

A portion of the library. The share of hits here may be higher or lower than overall.
